Screening results (PubChem BioAssay)
yeast bub3: NCI yeast anticancer drug screen, S. cerevisiae bub3 mutant strain; growth inhibition, % at 50 µM; 78,000 tested, 9.9% active; AID 167;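 note: 0% = growth of vehicle-only cultures of the same strain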
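Mutant yeast screening strain plus compound; vehicle-treated cultures serve as the 0% inhibition reference.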
mlh1 rad18: NCI yeast anticancer drug screen, S. cerevisiae mlh1 rad18 strain. growth inhibition, % at 50 µM. 79,000 tested, 11% active;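 note: 0% = growth of vehicle-only cultures of the same strain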
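Test agents were incubated with a yeast strain of defined genotype (DNA damage repair defect). Inhibition of growth was derived by comparison with vehicle-exposed cultures.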
yeast rad50: NCI yeast anticancer drug screen, S. cerevisiae rad50 strain; growth inhibition, % at 50 µM; 79,000 tested, 10% active; AID 155;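 note: 0% = growth of vehicle-only cultures of the same strain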
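DNA repair mutant yeast, compound exposure, growth read-out; inhibition is taken relative to vehicle.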
cln2 rad14: NCI yeast anticancer drug screen, S. cerevisiae cln2 rad14 strain; % growth inhibition at 50 µM; 78,000 tested, 8.3% active; AID 165;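 note: 0% = growth of vehicle-only cultures of the same strain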
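Test compounds were added to cln2 rad14 yeast cultures; inhibition of growth was then determined by comparison with vehicle treatment.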
mec2-1: NCI yeast anticancer drug screen, S. cerevisiae mec2-1 strain. AID 157. % growth inhibition at 50 µM. 79,000 tested, 9% active;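 note: 0% = growth of vehicle-only cultures of the same strain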
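Strain: mec2-1 (DNA repair/cell cycle alteration). Compound exposure, then growth measured; inhibition expressed relative to vehicle.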
sgs1 mgt1: NCI yeast anticancer drug screen, S. cerevisiae sgs1 mgt1 strain; 78,000 tested, 10% active; growth inhibition, % at 50 µM;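 note: 0% = growth of vehicle-only cultures of the same strain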
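Mutant yeast exposed to compound; growth scored against vehicle-only wells.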
Active calls of the source: *; x = not tested or not shown; & = joins results of further samples. Cut-off read from the data, not from the text of the source: active = growth inhibition above about 70%; inactive = the rest.

cpd | SMILES | yeast bub3 | mlh1 rad18 | yeast rad50
1 | O=C1CCCCCCCC(=O)Nc2ccc3nc4ccccc4c(c3c2)SCCCCCCCCCSc2c3ccccc3nc3ccc(cc23)N1 | -6 | 4 | 28
2 | ClC(Cl)(Cl)C1CCOC1n1nc2ccccc2n1 (stereo not drawn) | 23 | -53 | -4
3 | CC1(C)NN=C([N+](=O)[O-])C1c1ccccc1 (stereo not drawn) | -11 | 7 | 6
4 | O=C(/C=C/C(=O)c1ccc(O)cc1)c1ccccc1 | 39 | 25 | 12
5 | C[CH2][Sn]([CH2]C)([O]C(=O)c1cccc(F)c1)[O][Sn]([CH2]C)([CH2]C)[O]C(=O)c1cccc(F)c1 | 14 | 0 | 31
6 | CC1=NN(C(=O)c2ccc(Cl)cc2)C(=O)/C1=C/c1cccc(O)c1 | 7 | -34 | 4
7 | CC(=O)OCC1CCCC(C)C1COC(C)=O (stereo not drawn) | 20 | -3 | 2
8 | O=C(/C=C/c1ccccc1)c1ccccn1 | 14 | 40 | 16

cpd | cln2 rad14 | mec2-1 | sgs1 mgt1
1 | -13 | -13 | -7
2 | -19 | -14 | -20
3 | -14 | 11 | 7
4 | 25 | 27 | 31
5 | 16 | 3 | 6
6 | -6 | -19 | -39
7 | -24 | -9 | -16
8 | 22 | 25 | 1

Remaining list, next part
cpd | SMILES | yeast bub3 | mlh1 rad18 | yeast rad50
9 | CCOC1CS(=O)(=O)CC(OCC)O1 (stereo not drawn) | -8 | 14 | 3
10 | O=[N+]([O-])CC(Nc1ccccc1)c1ccccc1 (stereo not drawn) | 10 | -8 | 25
11 | C[N+](C)(C)c1ccc2[nH]c3ccccc3c2c1 | -6 | 8 | 9
12 | CC(=NCc1ccccc1)C(C)(O)c1ccccc1 (stereo not drawn) | -4 | -10 | -6
13 | c1ccc2c(c1)Cc1cc(NC3=NCCO3)ccc1-2 | 6 | 16 | 11
14 | N#CC1(c2ccccc2)CCOCC1 | 6 | -12 | 8
15 | NC1c2ccccc2CCc2ccccc21 | 7 | 7 | 14
16 | O=c1c(O)c(-c2ccccc2)oc2c(CP(=O)(O)O)cccc12 | -2 | -18 | 5

cpd | cln2 rad14 | mec2-1 | sgs1 mgt1
9 | -31 | 6 | 5
10 | -36 | 12 | 1
11 | -28 | -11 | 8
12 | -18 | 8 | -2
13 | -24 | 10 | 10
14 | -24 | 1 | 22
15 | 4 | -14 | 18
16 | -12 | -19 | -17

Continued:
cpd | SMILES | yeast bub3 | mlh1 rad18 | yeast rad50
17 | Cc1cc(N(CCC#N)CCC#N)ccc1CC1N=C(c2ccccc2)OC1=O (stereo not drawn) | 18 | 11 | 22
18 | O=C1O/C(=C(/Cl)c2c3ccccc3cc3ccccc23)c2ccccc21 | 84* | 82* | 81*
19 | CCCCCOCC(=O)OC | -1 | -15 | -2
20 | COc1cc(C2c3cc4c(cc3[C@H](NS(C)(=O)=O)C3COC(=O)[C@H]23)OCO4)cc(OC)c1OC (stereo partly drawn) | -19 | -5 | 10
21 | Cc1cccc(C(=O)OCCC(C)C)c1 | 15 | 2 | 6
22 | O=c1oc2ccc3ccccc3c2cc1-c1c[nH]c2ccccc12 | 6 | 7 | 11
23 | CN(C)CCOc1c(Cc2ccccc2)ccc2cccnc12 | 1 | 5 | -2
24 | CC1(C)OCC(C2OC(N3O[C@H](CI)C[C@@H]3c3ccccc3)C3OC(C)(C)OC23)O1 (stereo partly drawn) | 1 | -8 | -20

cpd | cln2 rad14 | mec2-1 | sgs1 mgt1
17 | 16 | 1 | 9
18 | 69 | 80* | 82*
19 | 44 | -12 | -16
20 | 5 | -18 | -11
21 | -33 | 3 | -5
22 | 12 | 10 | 15
23 | -3 | 5 | 3
24 | 17 | -13 | -5

Carrying on:
cpd | SMILES | yeast bub3 | mlh1 rad18 | yeast rad50
25 | Cn1c(=O)[nH]c2c(c1=O)CCS2 | -17 | -27 | -3
26 | CC1C2CCC3(CCC4C5(C)CCCC4(CN(CCO)C5)C3C2)C1O (stereo not drawn) | -2 | -8 | 2
27 | CCCCN(CCCC)Cc1ccc(NC(C(=O)c2ccccc2)c2ccccc2)cc1 (stereo not drawn) | 91* | 99* | 86*
28 | C=CC[n+]1ccccc1/C=C\c1ccc(N(C)C)cc1 | x | 44 | -5
29 | CCCCCC(O)(CCCC)CCCC | -1 | -1 | 0
30 | C(=Nc1ccccc1)Nc1ccccc1 | -15 | -13 | 3
31 | C=CCOC(=O)C(O)c1ccc(C(C)C)cc1 (stereo not drawn) | -2 | -6 | 13
32 | Cc1ccc(SCC(OCn2cnc3c(N)ncnc32)[C@H](C)F)cc1 (stereo partly drawn) | 17 | -70 | 9

cpd | cln2 rad14 | mec2-1 | sgs1 mgt1
25 | 2 | 13 | 9
26 | 14 | -24 | 5
27 | 97* | 82* | 94*
28 | x | -4 | x
29 | -13 | -6 | -14
30 | 26 | 15 | 16
31 | 12 | 8 | 12
32 | 28 | 0 | -1

Following part:
cpd | SMILES | yeast bub3 | mlh1 rad18 | yeast rad50
33 | NC(N)=NC(N)=Nc1ccc(-c2ccccc2)cc1 | 77* | 32 | -12
34 | CCOC(=O)Nc1ccc(F)cc1F | 9 | 14 | -62
35 | O=C(O)/C=C\C(=O)Nc1ccccc1NC(=O)/C=C/C(=O)O | x | -16 | 3
36 | C#CCN(N=O)C(=O)NCCCCC(NC(C)=O)C(=O)NCc1ccccc1 (stereo not drawn) | -16 | -15 | 3
37 | CC(=O)N1CN2C(=O)CCC2c2ccccc21 (stereo not drawn) | -22 | -48 | -8
38 | CS(=O)(=O)Oc1ccc2cc(Br)ccc2c1 | 31 | 10 | 14
39 | CC(C)C(NC(=O)/C=C\c1ccccc1)C(=O)O (stereo not drawn) | 72* | 95* | 88*
40 | Nc1nc(Cl)cc(NCC(O)CO)n1 (stereo not drawn) | 0 | -3 | 8

cpd | cln2 rad14 | mec2-1 | sgs1 mgt1
33 | 8 | 15 | 2
34 | -10 | -11 | -3
35 | x | -26 | x
36 | 5 | -17 | -17
37 | 9 | 1 | -14
38 | 4 | -5 | 0
39 | 95* | 94* | 94*
40 | 7 | 2 | -1

Structural class: the compounds so far containing an NH in an aromatic ring
cpd | SMILES | yeast bub3 | mlh1 rad18 | yeast rad50
11 | C[N+](C)(C)c1ccc2[nH]c3ccccc3c2c1 | -6 | 8 | 9
22 | O=c1oc2ccc3ccccc3c2cc1-c1c[nH]c2ccccc12 | 6 | 7 | 11
25 | Cn1c(=O)[nH]c2c(c1=O)CCS2 | -17 | -27 | -3

cpd | cln2 rad14 | mec2-1 | sgs1 mgt1
11 | -28 | -11 | 8
22 | 12 | 10 | 15
25 | 2 | 13 | 9

The listing picks up; the six compounds before the break are reprinted first.
cpd | SMILES | yeast bub3 | mlh1 rad18 | yeast rad50
35 | O=C(O)/C=C\C(=O)Nc1ccccc1NC(=O)/C=C/C(=O)O | x | -16 | 3
36 | C#CCN(N=O)C(=O)NCCCCC(NC(C)=O)C(=O)NCc1ccccc1 (stereo not drawn) | -16 | -15 | 3
37 | CC(=O)N1CN2C(=O)CCC2c2ccccc21 (stereo not drawn) | -22 | -48 | -8
38 | CS(=O)(=O)Oc1ccc2cc(Br)ccc2c1 | 31 | 10 | 14
39 | CC(C)C(NC(=O)/C=C\c1ccccc1)C(=O)O (stereo not drawn) | 72* | 95* | 88*
40 | Nc1nc(Cl)cc(NCC(O)CO)n1 (stereo not drawn) | 0 | -3 | 8
41 | COc1ccc(-c2nc(Sc3c([N+](=O)[O-])ncn3C)n[nH]2)cc1 | 12 | -7 | -1
42 | CCCCCCCCCCCCC(Br)C(=O)OCC (stereo not drawn) | -7 | 4 | 8
43 | CC1CCC(C(C)C2C(O)CC3C4CCC5CC(O)CCC5(C)C4CCC32C)NC1 (stereo not drawn) | 90* | 93* | 92*
44 | C=CCN1C(=O)CS/C1=N/NC(=O)C(O)(c1ccccc1)c1ccccc1 | -24 | -4 | -20
45 | Cc1ccc(S(=O)(=O)N(c2c(F)cc(C#N)cc2F)S(=O)(=O)c2ccc(C)cc2)cc1 | 3 | 32 | 52
46 | O=S(=O)(CCN1CCCCC1)c1ccc(F)cc1 | 2 | 10 | 21
47 | O=C(O)c1cc(Cl)cc([N+](=O)[O-])c1 | 23 | 53 | 41
48 | COc1cccc2c1OC1(N3CCOCC3)CCCCC1C2C[N+](=O)[O-] (stereo not drawn) | -8 | -11 | 7

cpd | cln2 rad14 | mec2-1 | sgs1 mgt1
35 | x | -26 | x
36 | 5 | -17 | -17
37 | 9 | 1 | -14
38 | 4 | -5 | 0
39 | 95* | 94* | 94*
40 | 7 | 2 | -1
41 | 26 | 6 | 4
42 | -5 | -8 | 16
43 | 90* | 82* | 93*
44 | -25 | -48 | 6
45 | 30 | 6 | 33
46 | -11 | -12 | 3
47 | 19 | -3 | 53
48 | 3 | -14 | 12

(continued)
cpd | SMILES | yeast bub3 | mlh1 rad18 | yeast rad50
49 | COC(=O)C12C3C4C1C1C2C3C41I (stereo not drawn) | 53 | 46 | 51
50 | CC(=O)OC1C[C@@](C)(O)[C@@]23O[C@@H]2[C@@H]2O[C@]2(C)C3C2OC(=O)C(C)[C@H]12 (stereo partly drawn) | -6 | -10 | 0
51 | O=CC(O)C(O)C(O)C(O)COC1OC(CO)C(O)C(O)C1O (stereo not drawn) | 23 | 11 | 23
52 | Cc1ccccc1CCCC(C(=O)O)C(=O)O | -2 | 2 | -19
53 | O=C(CSc1nc2[nH]ncc2c(=O)[nH]1)c1ccc(Cl)cc1 | 11 | -34 | -37
54 | COC1OC(C(=O)O)C(O)C(O)C1O (stereo not drawn) | -18 | 8 | 7
55 | CCC(=O)Oc1ccc(OCc2ccccc2)cc1 | -17 | -26 | -28
56 | CC(N(C)Cc1ccccc1)C(C)(O)c1ccccc1 (stereo not drawn) | 51 | 31 | -10

cpd | cln2 rad14 | mec2-1 | sgs1 mgt1
49 | 16 | 15 | 18
50 | 8 | -21 | -7
51 | 8 | -12 | 21
52 | -3 | -8 | 11
53 | 4 | -37 | -27
54 | -4 | -21 | -3
55 | -4 | -58 | -31
56 | -25 | 7 | 8

More structures follow:
cpd | SMILES | yeast bub3 | mlh1 rad18 | yeast rad50
57 | O=C1OC(c2ccccc2)=N/C1=C\c1ccc2ccccc2c1 | 1 | 7 | 21
58 | NCC1CCC(CN)CC1 (stereo not drawn) | -26&-29 | -7&-20 | -38&-24
59 | CCC1CCCCC1O (stereo not drawn) | -23 | 6 | 2
60 | CC1(C)C(C=O)=CCC1CC(N)=O (stereo not drawn) | 99* | 89* | 98*
61 | ClCc1ccc(-c2ccccc2)cc1 | 9 | 47 | 49
62 | CCOc1ccccc1C=O | -1 | 6 | -34
63 | C(=C(Sc1ccccc1)Sc1ccccc1)C(Sc1ccccc1)c1ccccc1 (stereo not drawn) | 21 | -14 | 12
64 | COC(=O)c1ccc(/C=C/C2=CC(=O)C=CC2=O)cc1 | 75* | 84* | 30

cpd | cln2 rad14 | mec2-1 | sgs1 mgt1
57 | 33 | 7 | -24
58 | 12&-5 | -33&-41 | -25&-18
59 | 7 | -7 | -30
60 | 38 | 98* | 87*
61 | 27 | 16 | 20
62 | -2 | -18 | 2
63 | 11 | 22 | -5
64 | 59 | 36 | 78*

New compounds follow
cpd | SMILES | yeast bub3 | mlh1 rad18 | yeast rad50
65 | COC(=O)C(=[N+]=[N-])C(=O)c1ccc(Cl)cc1 | 29 | 41 | 81*
66 | O=C1NC(=O)C(c2ccc(C(=O)O)cc2)N1 (stereo not drawn) | -6 | -2 | -13
67 | S=c1nn[nH]c2ccccc12 | 8 | 8 | 17
68 | O=C1CN2C=CC=CC2=NN1 | -25 | 34 | -25
69 | BrC(Br)([P+](c1ccccc1)(c1ccccc1)c1ccccc1)[P+](c1ccccc1)(c1ccccc1)c1ccccc1 | 13 | 78* | 19
70 | CC(NC(=O)C(N)CC(=O)O)NC(=O)C1CCC1 (stereo not drawn) | 9 | -36 | -40
71 | O=C1c2ccccc2C(=O)N1CCCC(=O)n1cc(F)c(=O)[nH]c1=O | 46 | 60 | 71*
72 | Cc1c2cc[n+](C)cc2c(C)c2c1oc1ccccc12 | 75* | -38 | 82*

cpd | cln2 rad14 | mec2-1 | sgs1 mgt1
65 | 44 | 96* | 51
66 | 8 | -10 | 0
67 | 8 | 23 | 9
68 | 10 | -9 | 6
69 | 35 | 24 | 28
70 | 25 | -48 | -19
71 | 27 | 83* | 85*
72 | 56 | 62 | 79*

The results go on.
cpd | SMILES | yeast bub3 | mlh1 rad18 | yeast rad50
73 | O=C(CNC(=O)C(CSC(c1ccccc1)(c1ccccc1)c1ccccc1)NC(=O)OCc1ccccc1)OCc1ccccc1[N+](=O)[O-] (stereo not drawn) | -7 | 20 | 5
74 | CC(=O)CC(=O)NCCCN1CCCCC1 | -34 | -33 | -29
75 | COc1ccc(CC2c3cc(OC)c(OC)cc3CCN2C(C)=O)cc1OC (stereo not drawn) | -1 | -3 | -2
76 | CCCCCOP(=O)(OCCCCC)C(c1ccccc1)c1ccccc1 | 10 | -12 | 1

cpd | cln2 rad14 | mec2-1 | sgs1 mgt1
73 | -8 | 9 | -4
74 | -5 | -52 | -30
75 | 13 | -1 | -9
76 | -33 | -45 | -4
